eIF4E-4G inh = eIF4E–eIF4G protein interaction inhibitors, primary screen, biochemical, uHTS, TR-FRET, eIF4GI fragment; inhibition, % at 21.7 µM; AID 782, 2007; TR-FRET eIF4E-eIF4GI(517-606) binding, 2 h; 0.37% of 220,000 active; Eukaryotic translation initiation factor 4E (Mus musculus) + Eukaryotic translation …;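 also: 0% = full FRET control wells and 100% = background wells lacking eIF4GI fragment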
14-3-3 Bad inh = inhibitors of 14-3-3 zeta/Bad binding, primary screen, biochemical, TR-FRET, bovine 14-3-3 zeta. 14-3-3 protein zeta/delta (Bos taurus), P63103. TR-FRET 14-3-3zeta/Dy647-pBad peptide displacement, 1 h. inhibition, % at 21.7 µM. 0.71% of 220,000 active. AID 781, 2007;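 active = inhibition above about 70%, limit read from the data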;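 also: 0% = full 14-3-3 plus peptide FRET controls and 100% = background without 14-3-3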
Rad51 HR inh = human RAD51 strand exchange inhibitors, primary screen, biochemical, fluorescence; 0.085% of 200,000 active; inhibition, % at 10 µM; hRad51 DNA strand exchange, fluorescence dequenching; DNA repair protein RAD51 homolog 1 (Homo sapiens), Q06609;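 active = inhibition above 40% at the single screening dose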;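 also: 0% = DMSO control wells and 100% = blanks with heterologous ssDNA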
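Test system: preformed human Rad51 ssDNA filaments; also added: Donor/quencher-labelled 47-bp dsDNA substrate; doses: 10 µM final, single point; times: 37 °C 15-min filament assembly, 30-min compound preincubation, 15-min exchange; detection: FRET fluorescence dequenching, excitation 485 nm, emission 520 nm; read-out basis: Fluorescence-based percent inhibition, control- and blank-normalised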
thrombin 1536 = human alpha-thrombin inhibitors, primary screen, counter-screen for coagulation protease inhibitor project, biochemical, 1536-well, fluorogenic AMC substrate; AID 1046, 2008; 0.26% of 220,000 active; inhibition, % at 5 µM; Boc-VPR-AMC fluorogenic substrate cleavage;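 active = inhibition at or above 40%; inactive = inhibition below 40%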;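 also: 0% = enzyme with no compound and 100% = wells without enzyme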
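System – human alpha-thrombin · Medium – pH 7.5 Tris (50 mM) with NaCl 150 mM, Tween 20 0.05% · Compound – single-point dosing at 5 µM, 0.2% DMSO · Incubation – enzyme reaction carried out at room temperature · Technique – fluorescence of released AMC, ex 355 nm, em 460 nm · Read-out basis – % inhibition of thrombin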
EBV gp42 block = Epstein-Barr virus gp42 inhibitors, primary screen, biochemical, uHTS, fluorescence polarization; Glycoprotein 42 (Epstein-Barr virus (strain AG876)), Q1HVG2; Fluorescence polarization binding assay, mP read-out; inhibition, % (tested at 21.74 µM); 0.42% of 220,000 active; AID 1085, 2008; in the data active = inhibition above about 50%
NCF1 inh = p47phox/p22phox peptide binding inhibitors, primary screen, biochemical, uHTS, NADPH oxidase regulatory subunit; 0.53% of 220,000 active; inhibition, % at 24.7 µM; fluorescence polarization, 2 h; Neutrophil cytosol factor 1 (Homo sapiens), P14598;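 also: 0% = p47phox with labelled peptide and 100% = labelled peptide alone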
KCC2 mod = KCC2 cotransporter modulators, thallium flux, primary screen, cell-based, HEK293 KCC2, FluoZin-2 fluorescence, MLSMR; B-score of Tl+ flux slope (higher = more flux/activation; lower = inhibition) at 10 µM; 2.2% of 190,000 active; Solute carrier family 12 member 5 (Homo sapiens), Q9H2X9; KCC2 cells, thallium flux FluoZin-2 fluorescence;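 active = thallium flux slope and its plate-corrected score both differing from the plate sample mean at a set confidence after two filtering rounds, in either direction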;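 also: slope of fluorescence scaled to starting intensity during 10 to 20 s after thallium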
Target sequence (Q9H2X9 whole entry, looked up): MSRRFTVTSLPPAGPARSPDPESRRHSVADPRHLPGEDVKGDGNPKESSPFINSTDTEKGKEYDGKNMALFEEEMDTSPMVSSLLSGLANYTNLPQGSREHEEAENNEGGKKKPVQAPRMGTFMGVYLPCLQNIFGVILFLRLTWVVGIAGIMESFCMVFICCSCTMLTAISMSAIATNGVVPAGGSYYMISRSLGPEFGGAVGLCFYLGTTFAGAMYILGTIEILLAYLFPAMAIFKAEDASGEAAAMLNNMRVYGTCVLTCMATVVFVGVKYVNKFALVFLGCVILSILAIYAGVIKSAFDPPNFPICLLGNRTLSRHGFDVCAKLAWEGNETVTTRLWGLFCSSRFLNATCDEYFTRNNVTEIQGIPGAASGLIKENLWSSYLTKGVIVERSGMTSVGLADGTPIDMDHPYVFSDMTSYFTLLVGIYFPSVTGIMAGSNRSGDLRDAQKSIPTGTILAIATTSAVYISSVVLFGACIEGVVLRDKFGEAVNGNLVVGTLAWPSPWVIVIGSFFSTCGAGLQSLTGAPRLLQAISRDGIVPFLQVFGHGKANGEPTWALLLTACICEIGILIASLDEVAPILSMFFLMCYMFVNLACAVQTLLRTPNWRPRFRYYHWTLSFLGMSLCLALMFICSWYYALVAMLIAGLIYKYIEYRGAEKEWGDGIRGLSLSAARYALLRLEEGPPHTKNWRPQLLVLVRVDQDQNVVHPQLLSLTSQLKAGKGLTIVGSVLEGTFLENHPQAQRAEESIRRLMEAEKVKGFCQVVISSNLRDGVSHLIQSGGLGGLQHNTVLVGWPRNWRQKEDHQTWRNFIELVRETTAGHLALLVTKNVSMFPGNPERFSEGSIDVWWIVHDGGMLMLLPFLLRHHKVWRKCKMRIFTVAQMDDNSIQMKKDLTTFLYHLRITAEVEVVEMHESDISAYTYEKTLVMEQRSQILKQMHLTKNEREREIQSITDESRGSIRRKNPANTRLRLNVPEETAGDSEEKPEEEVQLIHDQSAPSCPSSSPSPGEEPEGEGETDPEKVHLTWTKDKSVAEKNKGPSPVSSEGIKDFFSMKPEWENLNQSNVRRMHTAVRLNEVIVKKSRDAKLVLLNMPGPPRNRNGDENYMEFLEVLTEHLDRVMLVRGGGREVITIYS
KLK5 inh = human KLK5 protease inhibitors, primary screen, biochemical, 1536-well; Kallikrein-5 (Homo sapiens), Q9Y337; recombinant hK5, fluorogenic AMC substrate cleavage; inhibition, % at 5 µM; 0.59% of 210,000 active;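 active = inhibition of 40% or more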;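 also: 0% = enzyme controls without compound and 100% = no-enzyme blanks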
Furin inhibitor = human furin inhibitors, primary screen, biochemical, fluorescence intensity | P09958 | 0.061% of 220,000 active | purified furin, fluorogenic substrate cleavage | inhibition, % at 30 µM; in the data active = inhibition above about 25%; also: inactives centre near -15
The depositor's hits bear a star; / = not tested or not shown; [ ] = remark or other dose.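 The calls were made as follows, unless noted: active = inhibition above about 30% (limit read from the data); inactive = the rest.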

Values in the order: Furin inhibitor, 14-3-3 Bad inh, EBV gp42 block, thrombin 1536, NCF1 inh, KLK5 inh, KCC2 mod, Rad51 HR inh, eIF4E-4G inh
(1) Cc1ccc2[nH]c(=O)cc(C(=O)OC(C)C)c2c1
 : -18, 2, -5, -4, -3, 7, /, -2, 1
(2) C=CCN(Cc1nc(-c2cc(OC)ccc2OC)oc1C)C1CCS(=O)(=O)C1 (stereo not drawn)
 : -44, -13, -2, -2, 2, -3, 0.28, 2, -2
(3) O=C(CSc1nc2ccsc2c(=O)n1Cc1ccc(C(=O)O)cc1)NCc1ccco1
 : -15, -14, 4, 3, -2, -12, 0.031, /, 2
(4) Clc1cccc(NCc2nnc(SCc3ccccc3Cl)o2)c1
 : -14[20 µM], 4, 1, -5, 20, -12, -0.065, /, 6
(5) O=C(N/N=C/c1cn(-c2ccccc2)nc1-c1cc2ccccc2o1)c1ccncc1
 : -5, -2, 4, -4, -8, -9, -1.6, 18, 2[fluorescence artefact?]
(6) Cc1[nH]c(=O)c(C#N)cc1-c1ccccc1
 : -16[20 µM], /, 4, 4, 9, 0, /, 0, /
(7) NC(=O)COC(=O)c1c2c(nc3ccccc13)CCCCC2
 : -19, -3, -13, -4, -4, 0, 0.91, -3, 4
(8) Cc1cccc(OCCCn2c(CO)nc3ccccc32)c1
 : -6, 6, 0, -6, 6, 1, -1.2, 6, 0
(9) COc1ccc(Oc2nc(-c3ccccn3)nc3ccccc23)cc1
 : -5, -2, -12, -8, -11, -10, -1.8, 22, 4
(10) COc1ccc([N+](=O)[O-])cc1NC(=O)c1ccc(-n2nc(C)cc2C)cc1
 : -27, 56, 3, -12, 4, 4, -0.55, 0, 4
(11) COC(=O)CCCC(=O)Nc1ccc(Br)cc1
 : -22, -12, 5, -6, -14, -11, 0.69, /, 0
(12) CC(C)=C1SC(N2CCN(c3ccc(C)cc3)CC2)=NC1=O
 : -14[20 µM], 3, -11, 3, -2, -6, 0.16, 0, -5
(13) CC(C)OCC1CC(CC(=O)Nc2ccc([N+](=O)[O-])cc2)C(=O)O1 (stereo not drawn)
 : -17, -10, -10, -13, 1, -1, 0.51, 8, 4
(14) Cc1ccc(-c2nn3c(C)nnc3s2)cc1NC(=O)COc1ccc(Cl)cc1
 : -29, 11[fluorescence artefact?], -5, -2, 1, -2, -0.29, -5, -3
(15) O=C(O)Cn1c(CCS(=O)(=O)c2ccc(Br)cc2)nc2ccccc21
 : -21, 4, 5, -13, -2, -6, 0.73, 2, -5
(16) CCOC(=O)C1CCN(C(=O)Cc2c(F)cccc2Cl)CC1
 : -16[20 µM], -5[fluorescence artefact?], -5, 1, -3, -8, 0.65, 1, -3
(17) Cc1cc(C(F)F)n2ncc(C(=O)NCc3ccc(F)cc3)c2n1
 : -14, 9, -15, -11, -7, -2, -0.44, /, -5
(18) CC(C)NCC(=O)NC12CC3CC(CC(C3)C1)C2
 : -13[20 µM], 4, -21, 0, -4, 13, 1.2, /, -7[fluorescence artefact?]
(19) Cc1cc(N2CCCCC2)nc2ccc(NC(=O)c3ccc(Br)o3)cc12
 : -17[20 µM], 19[fluorescence artefact?], -4, -12, -8, -18, -0.6, -4, -8[fluorescence artefact?]
(20) Cc1nn(-c2ccccc2)c(N)c1N=Nc1ccc2ccccc2c1
 : -11, -5, -9, 11, -22, 4, 0.059, /, -5

The listing continues:
Values in the order: Furin inhibitor, 14-3-3 Bad inh, EBV gp42 block, thrombin 1536, NCF1 inh, KLK5 inh, KCC2 mod, Rad51 HR inh, eIF4E-4G inh
(21) O=C(C1=NOC(CNc2ncc(C(F)(F)F)cc2Cl)C1)N1CCOCC1 (stereo not drawn)
 : -20, 1, -5, -1, -15, 2, -1.5, -45, -3
(22) Cc1nn(CCC#N)c2nc(C(F)(F)F)[nH]c(=O)c12
 : -14, 13, -14, -3, 1, 5, 1, 1, 1
(23) COc1cccc(-c2csc(/C(C#N)=C/Nc3cc4oc5ccccc5c4cc3OC)n2)c1
 : -16, -22, -15, 4, -98, 3, -0.02, 0, 8
(24) C=CCC(CC=C)(NC(=O)c1ccccc1C(=O)O)c1ccccc1
 : -5, -7[fluorescence artefact?], -14, 2, -14, -20, 0.34, 1, -2
(25) N#Cc1ccc(COC(=O)c2cc(=O)c3ccccc3o2)cc1
 : -24, 5, -3, 3, 7, -6, 0.79, -20, 0
(26) Cc1nnc(-c2ccc(Oc3ccc(Br)cc3)c([N+](=O)[O-])c2)o1
 : -18, 5, -3, -3, -1, -16, 0.086, 11, 21
(27) CCOC(=O)C1CCN(S(=O)(=O)c2cccc(-c3csc(C)n3)c2)CC1
 : -18[20 µM], -5, -16, 15, -15, -22, /, 0, 3
(28) COc1cccc(CN2C(=O)C3CCCN3c3ccc(S(=O)(=O)N4CCOCC4)cc32)c1 (stereo not drawn)
 : -17, 3, -45, 3, -76, -2, 0.14, -3, -44
(29) CC(C)NC(=O)c1ccc2c(c1)S(=O)(=O)c1ccccc1C2=O
 : -13[20 µM], -5, -26, 2, -10, -23, 0.59, 4, -4[fluorescence artefact?]
(30) COc1cccc(OC)c1OCCOc1ccc(C(=O)c2ccccc2)cc1
 : -7, 0[fluorescence artefact?], -18, -1, -6, 1, -0.86, 13, 2
(31) CCCCCn1c(=O)c(-c2nc3ccccc3c(=O)[nH]2)c(O)c2ccccc21
 : -17[20 µM], -11, -9, -1, -8, -9, /, 1, 3
(32) COc1ccc2c(c1OC)C(=O)N1N=C(c3ccc(-c4ccccc4)cc3)CC21 (stereo not drawn)
 : -30, -6, 1, -1, 4, -195, -0.16, 13, -1
(33) O=C(O)CC(NC(=O)C(c1ccccc1)c1ccccc1)c1ccco1 (stereo not drawn)
 : -22[20 µM], -2, -11, 2, -11, 10, -1.2, -11, 0
(34) COc1ccc(N2CCN(C(=O)C3CCN(S(=O)(=O)N4CCOCC4)CC3)CC2)cc1
 : -27, -8, -11, -5, -12, -6, /, -7, -4
(35) O=C(NCc1ccccc1)C(c1ccc(F)cc1)N(Cc1ccc2c(c1)OCO2)C(=O)Cn1nnc(-c2cccs2)n1 (stereo not drawn)
 : -25[20 µM], 0, -7, 6, 0, -10, -0.98, 1, -4
(36) CCc1cccc(NC(=O)CN(C)S(=O)(=O)c2cnc[nH]2)c1
 : -18, -4[fluorescence artefact?], -16, 4, -14, -20, -0.99, -4, -9
(37) O=C(NC1CCN(C(=S)NCCc2ccccc2)CC1)C1CC1
 : -29, -9, -6, -10, 1, -11, 0.042, 5, 0
(38) CCn1c(CC(=O)Nc2ccc(Cl)c(Cl)c2)nnc1SCc1ccc(C)cc1
 : -14, 5[fluorescence artefact?], -4, -10, -1, -4, 1.8, -10, 4
(39) Oc1c(C(c2cccs2)N2CCC3(CC2)OCCO3)sc2ncnn12 (stereo not drawn)
 : -10, 11, -21, 0, 5, 0, 0.072, -7, -3
(40) COc1ccc2c(c1)/C(=N/OC(=O)c1cccs1)CCC2
 : -9, 6, 4, -12, 2, 1, 1.7, -6, 0

A draw from above in order of number of heavy atoms, lowest first:
Values in the order: Furin inhibitor, 14-3-3 Bad inh, EBV gp42 block, thrombin 1536, NCF1 inh, KLK5 inh, KCC2 mod, Rad51 HR inh, eIF4E-4G inh
(22) Cc1nn(CCC#N)c2nc(C(F)(F)F)[nH]c(=O)c12
 : -14, 13, -14, -3, 1, 5, 1, 1, 1
(40) COc1ccc2c(c1)/C(=N/OC(=O)c1cccs1)CCC2
 : -9, 6, 4, -12, 2, 1, 1.7, -6, 0
(37) O=C(NC1CCN(C(=S)NCCc2ccccc2)CC1)C1CC1
 : -29, -9, -6, -10, 1, -11, 0.042, 5, 0
(27) CCOC(=O)C1CCN(S(=O)(=O)c2cccc(-c3csc(C)n3)c2)CC1
 : -18[20 µM], -5, -16, 15, -15, -22, /, 0, 3
(30) COc1cccc(OC)c1OCCOc1ccc(C(=O)c2ccccc2)cc1
 : -7, 0[fluorescence artefact?], -18, -1, -6, 1, -0.86, 13, 2
(23) COc1cccc(-c2csc(/C(C#N)=C/Nc3cc4oc5ccccc5c4cc3OC)n2)c1
 : -16, -22, -15, 4, -98, 3, -0.02, 0, 8

Other entries:
Values in the order: Furin inhibitor, 14-3-3 Bad inh, EBV gp42 block, thrombin 1536, NCF1 inh, KLK5 inh, KCC2 mod, Rad51 HR inh, eIF4E-4G inh
(41) COc1ccc(/C=N/NC(=O)CCN2CCN(c3ccccc3)CC2)c(OC)c1OC
 : -9, -9, 4, -10, 3, -7, 0.27, -6, 0[fluorescence artefact?]
(42) CCOc1cc(C(c2c(C)[nH][nH]c2=O)c2c(C)[nH][nH]c2=O)ccc1OS(=O)(=O)c1ccc(C)cc1
 : -2[20 µM], -10, -8, 3, -15, -150, -0.069, -5, 3
(43) CC(=O)OC(COc1ccccc1)Cn1cnc2ccccc21 (stereo not drawn)
 : -28, -4, -11, -6, -7, 0, 0.24, 2, -2
(44) Fc1ccc(OCCCCN2CCOCC2)cc1
 : -27, 4, 10, 3, -2, -13, -1, 20, -2
(45) Cc1ccc(NS(=O)(=O)c2cc(C(=O)N3CCc4ccccc4C3)ccc2Cl)cc1
 : -8[20 µM], -9, -1, -5, -4, 12, -1.2, 2, -3
(46) Cc1ccccc1N=Cc1cccc(O)c1O
 : -11, 12, 19, -2, 2, -16, -0.95, /, 7
(47) Cc1cccn2c(=O)c(C=NCCO)c(Nc3ccc(Cl)cc3)nc12
 : -4, 12, -12, -7, -2, -12, /, 3, 5
(48) CCCCOC(=O)c1ccc(NC(=O)c2cc(Cl)c(Cl)cc2C(=O)O)cc1
 : -23, -9, 14, -5, -2, -2, -0.26, 16, 3
(49) O=C(Nc1ccccc1C(=O)NCc1ccco1)c1ccccc1
 : -24, /, -3, 2, -12, -8, 0.94, -14, /
(50) C=CCc1cccc2cc(C(=O)OCC)c(=O)oc12
 : -11, 18[fluorescence artefact?], -4, 2, -11, -4, 0.92, /, 9
(51) CC1(c2nnc(-c3ccc(Cl)cc3)o2)CC(c2cccc(Cl)c2)=NO1 (stereo not drawn)
 : -3, 6, -15, -5, 7, -1, 0.29, 0, 1
(52) CCc1ccc(NC(=O)COC(=O)CCc2nc3cc(S(=O)(=O)N(CC)CC)ccc3n2C)cc1
 : -10, 0[fluorescence artefact?], -12, 39, -35, 58*, -0.19, -13, -7
